TNF necrop inh – inhibitors of TNF-alpha induced necroptosis in Jurkat FADD-/- cells | Jurkat FADD-/- TNF necroptosis rescue, ATP luminescence, 24 h; 0 = TNF only, 100 = no-TNF cells | activation (protection from cell death), % at 10 µM | 0.068% of 220,000 active | AID 463075;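 active means activation, meaning protection from cell death, of at least 50% relative to plate controls; inactive means activation below 50%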;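 further: necroptosis triggered by 40 ng/mL TNF-alpha added together with compound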
KLK5 inh – inhibitors of human kallikrein 5; Q9Y337; recombinant hK5, fluorogenic AMC substrate cleavage; inhibition, % at 5 µM; 0.59% of 210,000 active; AID 873;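 active means inhibition of 40% or more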;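 further: 0% = enzyme controls without compound and 100% = no-enzyme blanks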
Target sequence (Q9Y337 67-293 limits assumed): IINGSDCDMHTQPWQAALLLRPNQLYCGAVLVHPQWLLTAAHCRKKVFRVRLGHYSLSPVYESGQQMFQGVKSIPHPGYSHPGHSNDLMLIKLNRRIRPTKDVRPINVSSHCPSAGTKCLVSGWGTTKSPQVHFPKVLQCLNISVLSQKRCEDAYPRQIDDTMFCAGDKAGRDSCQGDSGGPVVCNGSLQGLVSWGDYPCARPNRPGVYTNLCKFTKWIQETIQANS
FXIa inh – blocks human coagulation factor XIa protease activity; P03951; purified FXIa, Boc-Glu-Ala-Arg-AMC fluorogenic substrate; inhibition, % at 5 µM; 0.14% of 220,000 active; AID 798;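 active means inhibition of at least 40%; inactive means inhibition below 40%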;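 further: fluorescence of freed AMC excited at 355 nm; 0% = enzyme without compound and 100% = no enzyme blank; many of its hits are not listed in these tables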
L929 necroptosis – L929 zVAD cell death inhibition. AID 1377. viability rescue, % at 10 µM. 0.38% of 220,000 active. L929 zVAD necroptosis rescue, ATP luminescence, 24 h; with zVAD 60 µM;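 active means activation, scaled between plate controls, above about 75%, limit read from the data; inactive means activation under that limit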;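 further: 0% = zVAD with DMSO and 100% = DMSO alone without zVAD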
Rad51 HR inh – blocks human Rad51 in homologous recombination; AID 1385; 0.085% of 200,000 active; hRad51 DNA strand exchange, fluorescence dequenching; Q06609; inhibition, % at 10 µM;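 active means inhibition above 40% at the single screening dose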;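 further: 0% = DMSO control wells and 100% = blanks with heterologous ssDNA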
Target sequence (Q06609 whole entry, looked up): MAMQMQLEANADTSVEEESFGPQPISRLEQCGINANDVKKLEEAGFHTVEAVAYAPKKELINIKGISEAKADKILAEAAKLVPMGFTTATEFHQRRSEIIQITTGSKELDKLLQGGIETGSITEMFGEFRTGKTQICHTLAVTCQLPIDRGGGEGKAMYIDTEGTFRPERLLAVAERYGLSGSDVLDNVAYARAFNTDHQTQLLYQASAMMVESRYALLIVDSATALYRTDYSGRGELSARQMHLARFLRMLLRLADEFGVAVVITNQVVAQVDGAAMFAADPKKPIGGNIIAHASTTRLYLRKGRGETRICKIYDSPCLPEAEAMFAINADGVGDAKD
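Assay system: Human Rad51 nucleoprotein filaments preassembled on unlabelled ssDNA | Reagent: Donor/quencher-labelled 47-bp dsDNA substrate | Doses: One concentration, 10 µM final | Times: 37 °C 15-min filament assembly, 30-min compound preincubation, 15-min exchange | Technique: Fluorescein emission 520 nm, excitation 485 nm | Benchmarks: Plate control and blank wells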
Hck-Nef inh – human Hck-Nef kinase inhibition. 0.68% of 220,000 active. inhibition, % at 20 µM. P08631. AID 463187. Recombinant Hck-YEEI plus Nef, Z-Lyte FRET kinase assay;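 active means Hck-Nef kinase inhibition above about 50%, limit read from the data; inactive means inhibition below that limit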;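 further: 0% = DMSO with Hck plus Nef and 100% = Hck alone without Nef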
Target sequence (P08631 whole entry, looked up): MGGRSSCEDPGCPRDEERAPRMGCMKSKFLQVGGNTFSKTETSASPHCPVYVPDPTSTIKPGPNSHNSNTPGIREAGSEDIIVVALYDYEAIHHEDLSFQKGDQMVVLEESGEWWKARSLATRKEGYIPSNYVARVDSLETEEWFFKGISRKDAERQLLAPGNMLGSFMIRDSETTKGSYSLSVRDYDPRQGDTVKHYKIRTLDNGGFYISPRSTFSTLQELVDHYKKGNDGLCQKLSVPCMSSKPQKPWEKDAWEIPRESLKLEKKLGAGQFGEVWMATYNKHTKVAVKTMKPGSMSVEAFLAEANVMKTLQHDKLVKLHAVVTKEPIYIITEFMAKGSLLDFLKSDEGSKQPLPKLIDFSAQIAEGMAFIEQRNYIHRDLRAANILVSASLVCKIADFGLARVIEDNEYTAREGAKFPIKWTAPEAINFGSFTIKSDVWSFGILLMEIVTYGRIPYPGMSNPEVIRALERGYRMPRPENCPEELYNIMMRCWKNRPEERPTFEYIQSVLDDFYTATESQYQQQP
FXIIa inh 1536 – blocks human coagulation factor XIIa protease activity; P00748; purified FXIIa, Boc-QGR-AMC fluorogenic substrate, 2 h; inhibition, % at 5 µM; 0.3% of 220,000 active; AID 800; in the data active means inhibition above about 40%;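 further: 0% = enzyme with no compound and 100% = blank without enzyme; many of its hits are not listed in these tables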
Thrombin inh – inhibitors of human thrombin; alpha-thrombin, Boc-VPR-AMC fluorogenic substrate cleavage; inhibition, % at 5 µM; 0.26% of 220,000 active; P00734; AID 1046;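 active means inhibition at or above 40%; inactive means inhibition below 40%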;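 further: 0% = enzyme with no compound and 100% = wells without enzyme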
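Material: human alpha-thrombin protein; Also added: Boc-VPR-AMC substrate, 15 µM final; Timing: enzyme reaction carried out at room temperature; Signal: fluorescence, ex 355 nm, em 460 nm; Measure: % inhibition of thrombin; Controls: enzyme without compound as high, wells lacking enzyme as low.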
Cl transport mod – KCC2 (human) Cl- transport modulation. Q9H2X9. KCC2 cells, thallium flux FluoZin-2 fluorescence. B-score of Tl+ flux slope (higher = more flux/activation; lower = inhibition) at 10 µM. 2.2% of 190,000 active. AID 1456;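 active means thallium flux slope and its plate-corrected score both differing from the plate sample mean at a set confidence after two filtering rounds, in either direction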;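 further: slope of fluorescence scaled to starting intensity during 10 to 20 s after thallium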
Active calls of the source: *; i = inactive; nt = not tested or not shown. An excerpt. The share of hits here may be higher or lower than overall.

SMILES	TNF necrop inh	KLK5 inh	FXIa inh	L929 necroptosis	Rad51 HR inh	Hck-Nef inh	FXIIa inh 1536	Thrombin inh	Cl transport mod
Cc1ccc(NC(=O)c2ccc(-n3cccn3)c([N+](=O)[O-])c2)cc1	-0.4	-11	-4	0.4	-14	0	-3	-1	-2.9
CC1CCCN(C(=O)CSCC(=O)Nc2nc(-c3cccs3)cs2)C1 (stereo not drawn)	1.9	-4	3	1.0	1	0	12	-1	nt
CCOC(=O)C1CCN(C(=O)/C=C/c2cccs2)CC1	-0.1	2	3	2.0	-3	27	1	nt	0.22
CCc1cc(C(=O)NNC(=S)Nc2ccccc2C)cs1	-3.4	-50	25	0.5	-2	5	7	0	0.87
CC(=O)Nc1sc2c(c1C(c1cccc(F)c1)N1CCN(CCO)CC1)CCCC2 (stereo not drawn)	1.2	-2	2	-0.3	-6	19	7	0	1
CC(=O)NCc1cn2c(C)csc2n1	-0.2	-7	1	1.1	-6	7	14	-6	1.3
N#C/C(=C\c1ccc(-c2ccc(C(=O)O)cc2)o1)c1nc2ccccc2[nH]1	1.8	7	4	5.7	i	2	11	-2	i
CCSc1nnc(CNC(=O)C23CC4CC(CC(C4)C2)C3)n1Cc1ccccc1	-0.7	-6	4	1.7	1	2	13	-1	-1.6
Cc1ccc2nc(Nc3ccccc3O)nc(-c3ccccc3)c2c1	0.3	2	3	1.1	1	0	12	0	nt
Cc1cc(NC(=O)Cc2cccs2)nn1CC(=O)NCc1ccco1	-1.4	-13	3	-0.5	9	4	20	3	0.53
O=c1cc(/C=C/c2ccccc2)oc2ccccc12	-7.4	2	-6	0.2	-12	2	4	-3	nt
COc1cccc(CNC(=O)Cc2ccc(Br)cc2)c1	3.1	0	8	0.6	7	3	2	-4	-1.2
CCCc1cc(=O)n2[nH]c(NCc3cccs3)nc2n1	1.5	-2	-7	0.1	-4	-1	5	-6	-1.5
Cc1c(NC(=O)C(C)OC(=O)C(NC(=O)c2ccco2)C(C)C)c(=O)n(-c2ccccc2)n1C (stereo not drawn)	-1.1	-3	-8	0.2	-7	1	-7	-7	-0.34
CCOC(=O)CSc1nc(C2CC2)nc2ccccc12	-0.4	5	-15	0.3	-5	1	14	2	-0.26
O=C(CCCNS(=O)(=O)c1cccs1)N1CCc2ccccc2C1	-0.4	-10	-1	-1.6	-6	-8	15	-8	-1.5
C=C(C)CNC(=O)CCc1nnc(Cc2cccc(C(F)(F)F)c2)o1	0.5	-2	-4	-1.3	0	25	6	-9	0.57
Cc1cc(C(=O)OC(C)C(=O)Nc2nc(-c3ccccc3)cs2)c(C)o1 (stereo not drawn)	3.2	23	12	0.3	1	3	28	10	-2.2
COc1cc2c(cc1NC(=O)COC(=O)C1CC(=O)N(Cc3ccco3)C1)oc1ccccc12 (stereo not drawn)	-2.7	-12	20	8.5	-4	4	20	3	nt
O=[N+]([O-])c1ccc2nc(SCc3cn4cccnc4n3)[nH]c2c1	4.0	-2	2	-0.4	8	19	8	-5	0.048
COc1ccc(NC(C)=O)cc1C#N	1.0	-1	0	0.0	5	19	7	-3	-0.0081
Cc1c(C(=O)OCCN2CCCCC2)oc2ccccc12	0.8	-4	0	1.9	-9	-1	2	-5	-0.84
Cc1cc(C)c(NC2=NCC(=O)N2C2CCCCC2)c(C)c1	-0.9	-6	-5	0.2	-4	0	7	-3	-0.26
CC(=O)Nc1ccc(S(=O)(=O)Nc2ccc(-c3ccc4nnc(C)n4n3)cc2)cc1	-1.6	-13	-7	0.3	10	-8	5	0	1.3
CCOc1ccc(NC(=O)c2cccc3c2C(=O)N(Cc2cccnc2)C3)cc1	-0.5	-5	4	5.0	4	-2	17	4	-0.56

(continued)
SMILES	TNF necrop inh	KLK5 inh	FXIa inh	L929 necroptosis	Rad51 HR inh	Hck-Nef inh	FXIIa inh 1536	Thrombin inh	Cl transport mod
CNC(=O)Nc1cccc(-c2ccnc(C)n2)c1	5.2	-3	-1	0.9	17	6	16	4	2.4
CC(C)C1N(C(=O)CN2CCCCC2)CCN1S(=O)(=O)c1ccccc1 (stereo not drawn)	0.9	nt	3	-0.5	nt	1	8	-2	-0.67
O=C(CCNC(=O)Cn1ccc2ccccc2c1=O)NCCc1ccc(Cl)cc1	0.5	-20	1	0.1	-4	0	2	-12	-1.1
CCn1c2ccccc2c2cc(NC(=O)c3ccccc3-c3ccccc3C(=O)O)ccc21	2.1	1	1	0.4	20	22	-1	-5	-1.4
CC(C)(CO)NCc1ccc(Br)cc1	-0.3	-4	-2	-0.1	43*	3	7	4	0.75
COc1ccc(/C=C2\C(=O)OCc3cc(OC)c(OC)cc32)cc1OC	-0.8	-8	6	20	-7	5	13	-15	1.1
CC1CCCCC1NC(=O)CSc1nncs1 (stereo not drawn)	2.0	10	-6	1.5	-5	0	2	-6	0.41
c1ccc(CCN2CN=C(Nc3nc4ccccc4s3)NC2)cc1	1.1	1	1	0.4	nt	20	11	-5	0.88
Cc1nnc2ccc(-c3ccc(NS(C)(=O)=O)cc3)nn12	-1.3	-4	0	0.5	-61	4	5	5	-1.8
CCOC(=O)c1ccc(NC(=O)CCOc2ccc(C)cc2)cc1	3.5	1	-3	-0.6	-4	2	9	-3	-0.0006
Cc1ccc(C(C(=O)NC2CCCC2)N(Cc2ccco2)C(=O)CCC(=O)Nc2cc(C)on2)cc1 (stereo not drawn)	-1.9	-6	7	-0.6	-2	0	16	0	-0.042
COc1cccc(NC(=O)N2CCC(N3CCCCC3)CC2)c1	-0.3	-4	-4	-0.2	2	0	-5	-5	-0.69
O=S(=O)(NCc1ccco1)N1CCOCC1	1.7	-11	0	nt	-4	2	20	0	0.43
CN(C)/C=C(\C#N)C(=O)c1cccc(Oc2ccc(Br)cc2)c1	-5.8	0	-3	0.5	6	-3	15	0	-1
Cc1ccc(S(=O)(=O)N2CCOCC2)cc1NC(=O)COc1ncnc2ccccc12	0.5	-9	5	0.6	10	2	5	2	-0.33
Cc1ccc(-c2ccc(SCC(=O)Nc3cc(C)on3)nn2)cc1	0.5	-2	2	1.8	-5	-1	3	0	-2.9
CCN(CC)c1ccc(S(=O)(=O)N(CC)CC)cc1NC(=O)C1CCCC1	1.5	-6	-1	3.6	26	24	7	-10	-0.87
COc1ccccc1NC(=O)c1sc2ncn(Cc3cccc4ccccc34)c(=O)c2c1C	1.8	-16	3	0.5	-23	9	11	-7	-0.0035
O=C(c1ccco1)N1CCN(c2ncnc3scc(-c4cccs4)c23)CC1	-1.5	3	6	-0.9	-4	8	6	-2	-0.013
CNS(=O)(=O)c1cc(N(C)S(=O)(=O)c2ccc(C)cc2)c(C)cc1C	-0.6	10	20	-1.2	6	30	6	-5	-0.53
CC1(C)NC(=O)N(CCCCOc2cccc(C(F)(F)F)c2)C1=O	-1.3	-20	-6	5.0	1	-2	-13	-2	-0.18
CC(C)(C)NS(=O)(=O)c1cccc2nsnc12	-0.4	nt	nt	-1.1	-3	0	nt	nt	-0.098
COc1ccc(/C=N/NC(=O)Nc2cccc3nsnc23)c(OC)c1	-1.1	-12	3	0.2	-4	0	18	-6	0.21
CCCC(=O)Nc1cc(C)c(NC(=O)Cc2ccccc2)cn1	1.4	-8	6	0.2	nt	-3	21	-4	1.1
Cc1[nH]c(=O)[nH]c(=O)c1CSCC(=O)OCC(=O)c1ccc(Br)cc1	0.7	-17	-14	3.2	3	4	0	7	-0.098

Next records follow:
SMILES	TNF necrop inh	KLK5 inh	FXIa inh	L929 necroptosis	Rad51 HR inh	Hck-Nef inh	FXIIa inh 1536	Thrombin inh	Cl transport mod
O=C(O)c1ccc2c(c1Sc1ccccc1)C(=O)c1ccccc1C2=O	-0.5	0	-7	1.6	11	4	6	0	0.94
Cc1nn(-c2ccccc2)c2nc(N)c(C#N)c(-c3ccc(C(C)(C)C)cc3)c12	9.0	4	3	3.9	9	11	8	2	0.2
N#Cc1cnc(Sc2ccccc2)nc1	11	-5	-7	-1.1	nt	19	5	-3	0.018
COc1cc2c(cc1OC)CN(CC(=O)Nc1cccc(C)c1)CC2	0.3	3	-9	0.0	4	2	18	-2	0.93
O=C1CCCC(=O)C1C(=O)C1CCN(S(=O)(=O)c2ccccc2)CC1	1.4	-14	-7	0.7	5	21	2	-4	-1.3
C=CCn1c(SCC(=O)NCc2cccs2)nnc1C1CCCCC1	1.6	4	8	1.2	-1	2	15	2	0.51
CCn1c(=O)c2cc(C(=O)Nc3ccccc3OC)sc2c2ccccc21	-2.5	0	-3	0.3	13	23	4	-7	2.8
COc1ccc(NC(=S)N(CCN2CCOCC2)Cc2cc3cc4c(cc3[nH]c2=O)OCCO4)cc1	0.7	2	6	0.6	-6	15	12	-10	-1.2
COc1ccc(Cn2nnnc2CN2CCC(O)(c3ccc(F)cc3)CC2)cc1	2.5	-5	-4	0.6	0	22	6	6	-0.42
C[C@H]1C=C(C(=O)NCc2ccccc2)O[C@@H](OCc2ccc(CO)cc2)C1	1.5	3	1	-0.4	nt	1	12	0	-0.57
CCCNC(=O)COC(=O)/C=C/c1ccc2c(c1)OCO2	-4.3	-14	6	0.8	5	1	6	-3	0.17
CC(=O)c1c(C)nc(-c2ccccc2)nc1NC(=O)Cc1ccccc1	0.2	-12	-5	2.6	7	13	0	1	-0.023
COc1ccc([N+](=O)[O-])c(OC)c1C(=O)NC(=O)Nc1c(F)cc(F)cc1F	-0.6	27	-16	-0.5	0	-4	1	-6	0.16
CCCc1cc(=O)oc2c(C)c(OS(C)(=O)=O)ccc12	-2.1	nt	nt	-0.1	-2	0	nt	nt	1.7
COc1cc(C2C(C#N)=C(N)N(Nc3ccccc3)C3=C2C(=O)CC(C)(C)C3)ccc1OCc1cccc(F)c1 (stereo not drawn)	-18	-36	4	2.0	-14	4	16	-2	0.27
CC(C)(O)C(=O)NN(Cc1ccccc1)c1ccccc1	0.8	-6	6	0.1	10	1	8	-2	1.2
O=C(N/N=C/c1coc2ccccc2c1=O)c1cn(-c2ccccc2)nc1-c1ccc(F)cc1	-1.8	-37	12	1.2	-24	35	7	1	-1.1
Cc1ccc2c(c1)N(CC(=O)NCc1ccco1)C(=O)CO2	-1.3	-4	7	-0.2	5	13	8	-1	0.51
Cc1ccc(S(=O)(=O)N/N=C2/CCCCC2C2CCCCC2)cc1[N+](=O)[O-] (stereo not drawn)	0.7	-10	6	-0.3	-4	0	8	-17	-0.029
COC(=O)c1ccccc1C(=O)N1CCCC(C(=O)c2cc(F)ccc2F)C1 (stereo not drawn)	0.4	-3	-1	1.0	-6	21	6	-4	0
Cc1cccc(NC(=O)c2oc3ccc(S(=O)(=O)N4CCOCC4)cc3c2C)c1C	-7.4	-13	-36	0.4	6	3	10	2	-1
CC(C)[C@@H]1CC[C@@H](C)c2c(-c3ccccc3)n[nH]c21	-2.2	7	3	0.2	-9	0	19	1	1.1

Arranged by number of heavy atoms (low to high): some entries from above
SMILES	TNF necrop inh	KLK5 inh	FXIa inh	L929 necroptosis	Rad51 HR inh	Hck-Nef inh	FXIIa inh 1536	Thrombin inh	Cl transport mod
C=CCn1c(SCC(=O)NCc2cccs2)nnc1C1CCCCC1	1.6	4	8	1.2	-1	2	15	2	0.51
C[C@H]1C=C(C(=O)NCc2ccccc2)O[C@@H](OCc2ccc(CO)cc2)C1	1.5	3	1	-0.4	nt	1	12	0	-0.57
COC(=O)c1ccccc1C(=O)N1CCCC(C(=O)c2cc(F)ccc2F)C1 (stereo not drawn)	0.4	-3	-1	1.0	-6	21	6	-4	0

From PubChem
